# Pf growth 96h: P. falciparum growth inhibition at 96 hour, primary screen for plastid delayed-death inhibitors | P. falciparum luciferase reporter growth, 96 h | Potency, µM (doses to about 28.7 µM), for the others: top-dose activity change, negative = inhibition, most hits filed as inhibitors | 320,000 tested, 6.9% active | AID 504834; note: potency is the fitted concentration of half-maximal effect; % is set by controls: 0 for no effect and ±100 for the full control effect
#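 Plates of compound plus infected erythrocytes (2% hematocrit, 0.05% parasitemia final) incubate 96 hours, 37 C, 5% CO2. Detection reagent added; reduced luminescence from the parasites' luciferase reporter flags inhibition.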
# TbPYK inhibitor: T. brucei pyruvate kinase inhibition; Potency, µM (titrated, usually from 76.8 µM), inactives show top-dose activity, negative = inhibition, usual class: inhibitors; TbPYK enzyme, Kinase-Glo Plus ATP luminescence, 45 min; 410,000 tested, 0.12% active; Q57TT1; AID 624173; note: potency is the fitted concentration of half-maximal effect; % is set by controls: 0 for no effect and ±100 for the full control effect; nearly all actives have a fitted effect of over 50% in size
#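 Quantitative HTS: titrated library compounds versus trypanosomal pyruvate kinase in TEA buffer (pH 7.2) containing KCl, MgCl2, BSA and Tween-20. Reactions were initiated with ADP, 130 uM final. Kinase-Glo Plus luminescence was read after 45 min at RT.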
# Pf growth 48h: inhibits P. falciparum growth in the first generation, 48 h | P. falciparum luciferase growth in erythrocytes, 48 h | Potency, µM (series often up to 28.7 µM), for the others: top-dose activity change, negative = inhibition, actives largely listed as inhibitors | 310,000 tested, 5.9% active | AID 504832; note: potency is the fitted concentration of half-maximal effect; % is set by controls: 0 for no effect and ±100 for the full control effect
#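 Growth was read as firefly luciferase luminescence after a 48 h, 37 C, 5% CO2 exposure of compounds to reporter-bearing P. falciparum cultures (0.1% parasitemia, 2% hematocrit final) in Albumax-supplemented RPMI 1640.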
# Cycloheximide cs: affects cycloheximide protein synthesis inhibition readout, counter-screen; cell reporter, cycloheximide protein synthesis inhibition counterscreen; max response, %; 300,000 tested, 12% active; AID 2314; in the data active = max response mostly above about 13%, no sharp cut-off; inactive = mostly below about 14%; note: read at 38.3 µM for the half of the compounds with a filed dose; 0% is about no effect
# LmPK inh: blocks Leishmania mexicana pyruvate kinase activity. 290,000 tested, 0.37% active. purified LmPK, Kinase-Glo ATP luminescence, 1 h. Potency, µM (top dose mostly 57.5 µM), for inactives: at the top dose activity change, negative = inhibition, most hits filed as inhibitors. AID 1721; note: potency is the fitted concentration of half-maximal effect; % is set by controls: 0 for no effect and ±100 for the full control effect
# Target sequence (Q27686 whole entry, looked up): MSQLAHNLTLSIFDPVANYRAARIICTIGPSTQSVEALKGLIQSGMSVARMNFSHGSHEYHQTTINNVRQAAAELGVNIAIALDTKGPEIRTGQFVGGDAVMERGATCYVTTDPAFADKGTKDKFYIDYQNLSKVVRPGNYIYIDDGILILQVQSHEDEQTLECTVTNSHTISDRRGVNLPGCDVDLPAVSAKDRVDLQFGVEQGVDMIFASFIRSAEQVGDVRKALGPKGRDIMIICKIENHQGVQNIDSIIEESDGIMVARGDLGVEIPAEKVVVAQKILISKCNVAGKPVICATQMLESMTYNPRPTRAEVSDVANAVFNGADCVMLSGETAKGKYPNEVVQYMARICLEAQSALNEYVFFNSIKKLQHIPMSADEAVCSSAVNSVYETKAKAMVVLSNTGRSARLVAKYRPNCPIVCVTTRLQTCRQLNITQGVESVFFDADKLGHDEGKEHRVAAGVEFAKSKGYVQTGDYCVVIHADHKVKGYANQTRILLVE
#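 Purified LmPK (0.1 nM) converted ADP (0.1 mM) to ATP with PEP (0.5 mM) in imidazole buffer pH 7.2 with KCl and MgCl2, 1 h at room temperature. ATP was read by Kinase-Glo luminescence; data normalized to uninhibited and no-enzyme controls.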
# AmpC no deterg: blocks E. coli AmpC beta-lactamase in detergent-free assay. P00811. AmpC nitrocefin hydrolysis, absorbance 480 nm, 0.0001% Triton. Potency, µM (highest dose often 57.1 µM), for the others: top-dose activity change, negative = inhibition, actives largely listed as inhibitors. 330,000 tested, 0.52% active. AID 485341;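 note: potency is the fitted concentration of half-maximal effect; plate controls were no compound for no effect and no enzyme for full effect; nearly all actives have a fitted effect of over 20% in size; some results filed as inactive show a strong effect at the top dose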
# Target sequence (P00811 whole entry, looked up): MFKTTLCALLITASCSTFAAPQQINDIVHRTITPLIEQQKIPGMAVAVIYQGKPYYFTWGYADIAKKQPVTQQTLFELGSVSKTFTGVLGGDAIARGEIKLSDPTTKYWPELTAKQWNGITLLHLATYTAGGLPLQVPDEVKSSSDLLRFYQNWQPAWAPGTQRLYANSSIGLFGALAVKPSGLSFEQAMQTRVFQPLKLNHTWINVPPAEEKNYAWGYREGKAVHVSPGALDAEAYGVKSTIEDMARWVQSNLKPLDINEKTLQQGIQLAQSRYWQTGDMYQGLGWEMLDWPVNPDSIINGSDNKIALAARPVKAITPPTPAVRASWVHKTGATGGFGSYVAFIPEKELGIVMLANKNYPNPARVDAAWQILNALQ
#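 20 mM phosphate pH 7.0 + 0.01% (detergent screen) or 0.0001% Triton X-100; 5.3 nM AmpC reagent; cpd preinc 15 min RT; nitrocefin (800 uM stock) to start; A480 q20 s × 4 min; Activity was normalised to no-enzyme and no-compound control wells.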
# Shiga toxin inh: Shiga toxin inhibition; Vero cells, Shiga toxin protein synthesis inhibition reporter; inhibition, % at 38.7 µM; 290,000 tested, 9.2% active; AID 2315; in the data active = inhibition mostly above about 28%, no sharp cut-off; inactive = mostly below about 43%; note: 0% is about no effect
# Active calls of the source: *; ? = inconclusive; . = no result given; & = joins results of further samples; [ ] = dose if it differs, or a comment. Unless noted, calls come from the whole dose curve; as a rule, active = well fitted curve in the direction sought with a large enough effect; inconclusive = small, poorly fitted or top-dose-only effect, or another doubt; inactive = no such curve, though single readings can be large; an effect the other way counts as inactive or inconclusive.
entry	canonical_smiles	Pf growth 96h	TbPYK inhibitor	Pf growth 48h	Cycloheximide cs
1	O=C(N/N=C/c1ccc(OC(=O)c2ccc3c(c2)OCO3)cc1)c1cncc(Br)c1	-4%	-3%	16%	-2
2	CCCc1cc(C(=O)NC(C)C2CCCO2)cs1 (stereo not drawn)	22%	-6%	112%[activator]	40*
3	O=C(O)c1ccccc1C(=O)NCCc1c(C(=O)O)[nH]c2ccc(F)cc12	29%	4%	-1%	0
4	COc1ccc(/C=C2\C(=O)NCC(=O)N2C)cc1	26%	-8%	.	-3
5	COC(=O)c1cc(C(=O)OC)cc(N2C(=O)CC(N3CCN(c4ccccc4)CC3)C2=O)c1 (stereo not drawn)	.	0%	?	-3
6	O=C(NCc1ccco1)C(c1ccccc1F)N(CC1CCCO1)C(=O)Cn1nnc2ccccc21 (stereo not drawn)	6%	2%	-11%	-4
7	CC(=O)c1ccc(N(C(=O)Cc2c[nH]c3ccccc23)C(C(=O)NC2CCCCC2)c2cccs2)cc1 (stereo not drawn)	29%	-3%	3.7µM*	36
8	Cc1ccccc1N(CC(=O)NC1CCCCC1)C(=O)CCC(=O)Nc1nccs1	17%	0%	?	-6
9	COC1CCN(C(=O)C2CCC(=O)N(CCc3cccc(F)c3)C2)CC1 (stereo not drawn)	0%	-1%	11%	28*
10	C=CCOc1ccccc1CNCCc1ccc(S(N)(=O)=O)cc1	38%[activator]	-4%	2%	-7

entry	LmPK inh	AmpC no deterg	Shiga toxin inh
1	1%	-2%	-9
2	-2%	-12%	71*
3	1%	-30%	7
4	-1%	2%	-5
5	1%	11%	-11
6	3%	-21%	-16
7	0%	-34%	30
8	-1%	15%	-6
9	-9%	1%	23
10	0%[11.5 µM]	-19%	-5

# Taken from above.
# Reading of entry 10 in Shiga toxin inh: -5
# Reading of entry 7 in LmPK inh: 0%

# (more compounds)
entry	canonical_smiles	Pf growth 96h	TbPYK inhibitor	Pf growth 48h	Cycloheximide cs
11	COc1cccc2c1C(=O)c1c(O)c3c(c(O)c1C2=O)C[C@@](O)(C(=O)CO)C[C@@H]3OC1CC(N)C(O)C(C)O1 (stereo partly drawn)	0.067µM*	-20%&-1%	0.43µM*	.
12	O=C(CN1C(=O)/C(=C2\SC(=S)N(CCS(=O)(=O)O)C2=O)c2ccccc21)Nc1cccc(Br)c1	?	-11%	-5%	-6
13	Cn1cc(CNC(=O)C2CCC(=O)N(Cc3ccc(Cl)cc3)C2)cn1 (stereo not drawn)	6%	-3%	?	9
14	CC1=CC2=NC(=O)CC(C)(C(=O)N(CC(=O)NC3CCCC3)c3ccccc3F)N2C=C1 (stereo not drawn)	-19%	-2%	15%	-6
15	CCOc1ccc(NS(=O)(=O)c2cc(NC(=O)c3ccc(C)cc3)ccc2Cl)cc1	?	-11%	?	17*
16	COc1ccc(NC(=O)Cn2cnc3sc(C)c(S(=O)(=O)N4CCOCC4)c3c2=O)cc1Cl	27%	2%	?	-1
17	O=C(C1CC(c2cccc(Br)c2)=NO1)N1CCc2ccccc2C1 (stereo not drawn)	69%[activator]	-3%	6%	18*
18	CCOc1ccc(OCCCCN(C)C)cc1	-1%	-2%	22%	-2
19	CC1(C)CNC(=O)c2sc(NC(=O)c3ccccc3Cl)nc2C1	198%[activator]	2%	-19%	17*
20	Cc1nc2ccccc2c(=O)n1-c1ccccc1C(F)(F)F	?	7%	?	-5

entry	LmPK inh	AmpC no deterg	Shiga toxin inh
11	.	.	.
12	-4%	-54%	-4
13	6%	1%	11
14	-5%	-6%	-14
15	1%	-38%	-14
16	-1%	15%	13
17	5%	-11%	21
18	0%	-8%	3
19	-2%	-17%	34
20	0%	19%	-24

# (listing goes on)
entry	canonical_smiles	Pf growth 96h	TbPYK inhibitor	Pf growth 48h	Cycloheximide cs
21	NC(=O)NCC1CC1	58%[activator]	3%	49%[activator]	-2
22	COc1ccc(C(CNC(=O)c2cccc(S(=O)(=O)N3CCOCC3)c2)N2CCCC2)cc1 (stereo not drawn)	-11%	-3%	-26%	.
23	Cc1ccc(S(=O)(=O)N2CC(C)N(C(=O)N3CCOCC3)C2C)cc1 (stereo not drawn)	-7%	-2%	4%	-2
24	COc1ccc(CCNC(=O)c2c(O)c3ccccc3[nH]c2=O)cc1OC	-7%	21%	?	-1
25	CC1=NN(C(N)=S)C(=O)C1N=Nc1cc(Cl)ccc1Cl (stereo not drawn)	17%	-4%	.	5
26	CCCN1Cc2cccc(C(=O)Nc3ccc(S(=O)(=O)N4CCCCCC4)cc3)c2C1=O	?	1%	?	-2
27	CC(=O)N1N=C(c2cccc([N+](=O)[O-])c2)OC1c1ccc(Cl)cc1Cl (stereo not drawn)	?	-10%	-19%	22
28	C/C(=N\Nc1ccc([N+](=O)[O-])cc1)c1cccc(N)c1	144%[activator]	-7%	178%[activator]	39*
29	O=C(Nc1ccccc1)c1cnc(-c2ccccc2)nc1-c1ccccc1	0%	13%	-26%	-4
30	O=C(NNC(=O)c1cc(-c2ccccc2)nc2ccccc12)c1csc(N2CCOCC2)n1	13%	5%	-5%	.

entry	LmPK inh	AmpC no deterg	Shiga toxin inh
21	-5%	-15%	-19
22	.	-19%	.
23	-2%	-14%	-6
24	0%	-20%	-8
25	3%	-22%	-2
26	-2%	-25%	-3
27	9%	-30%	17
28	3%	-31%	123*
29	-2%	-30%	7
30	.	136%[activator]	.

# Remaining list, next part
entry	canonical_smiles	Pf growth 96h	TbPYK inhibitor	Pf growth 48h	Cycloheximide cs
31	COc1ccc(CCN2C(=O)CC(NNC(=O)c3ccc(F)cc3)C2=O)cc1OC (stereo not drawn)	?	-7%	-11%	-4
32	COc1ccc(N(C(=O)C(C)C)S(=O)(=O)c2ccc3ccccc3c2)cc1	12%	8%	47%[activator]	1
33	Cc1cc(NC(=O)COC(=O)c2ccc(S(=O)(=O)N3CCCC3)cc2)no1	9%	-1%	0%	12
34	Cc1ccc(-c2ccc(CCC(=O)O)n2CC(=O)O)cc1	-2%	-2%	-5%	-3
35	CN(C)c1ccc(/C=N/NC(=O)CCCCCNC(=O)c2ccccc2)cc1	?	-1%	15%	55*
36	CCCS(=O)(=O)N1CCCC(C(=O)NCCCN2CCN(c3ccccc3F)CC2)C1 (stereo not drawn)	1%	1%	-13%	1
37	CC1CCN(Cc2c(C(=O)N/N=C/c3cc(Cl)ccc3O)nnn2-c2nonc2N)CC1	3%	-9%	?	-5
38	O=C(Nc1nc(-c2cc(F)ccc2F)cs1)c1ccccn1	?	-6%	8%	15*
39	O=C1c2ccc(Cl)cc2S(=O)(=O)c2cccc(C(=O)N3CCN(c4ncc(Br)cn4)CC3)c21	29%	4%	-14%	.
40	CCc1cccc(NC(=O)C2CCN(S(=O)(=O)c3ccc4[nH]c(=O)ccc4c3)CC2)c1	40%[activator]	6%	15%	-2

entry	LmPK inh	AmpC no deterg	Shiga toxin inh
31	2%	-26%	-6
32	4%	-10%	.
33	-6%	-32%	-13
34	12%	-4%	-13
35	-7%	-12%	60*
36	0%	14%	-12
37	-7%	-20%	-1
38	-4%	-55%	42*
39	.	-18%	.
40	-3%	-46%	-3

# (more compounds)
entry	canonical_smiles	Pf growth 96h	TbPYK inhibitor	Pf growth 48h	Cycloheximide cs
41	COc1ccc(NC(=O)COc2cccc(-n3cnnn3)c2)cc1	10µM*	4%	29%	-4
42	COc1cc(NC(=S)NCc2ccco2)c(OC)cc1Cl	?	-3%	13%	-2
43	COC(=O)C1CCN(C(c2cc(OC)c(OC)c(OC)c2)c2sc3nc(C)nn3c2O)CC1 (stereo not drawn)	?	-1%	-19%	-3
44	COc1ccccc1NC(=S)N1CCC(c2nc3cc(C)c(C)cc3[nH]2)CC1	12µM*	12%	?	-3
45	CCCCN1CCNC[C@@H]1c1ccccc1	51%[activator]	-3%	53%[activator]	.
46	COc1ccc(CNC(=O)c2cc3c(=O)n4ccccc4nc3n(CC3CCCO3)c2=N)cc1 (stereo not drawn)	.	-8%	?	11
47	Cc1cc(C(=O)c2ccccc2)c(NC(=O)CN2CCOCC2)s1	30%	3%	12%	-1
48	COc1ccc(CCN(C(=O)c2ccco2)C(C(=O)NC2CCCC2)c2ccncc2)cc1OC (stereo not drawn)	27%	0%	-25%	3
49	COc1ccc(C(=O)Nc2nc3ccc(OC)cc3s2)cc1	-8%	-1%	30%[activator]	39*
50	N/C(=N\OCc1ccc([N+](=O)[O-])cc1)c1ccccn1	354%[activator]	-15%	-22%	-10

entry	LmPK inh	AmpC no deterg	Shiga toxin inh
41	0%	0%	-9
42	0%	-29%	-3
43	0%	23%	-7
44	1%	-20%	0
45	.	0%	.
46	0%	-14%	-5
47	1%	-1%	-7
48	0%	110%[activator]	17
49	-2%	-49%	68*
50	1%	-27%	-21

# Next structures follow:
entry	canonical_smiles	Pf growth 96h	TbPYK inhibitor	Pf growth 48h	Cycloheximide cs
51	CC1CCC2C(=O)N(c3cc(Cl)ccc3OC(=O)c3ccco3)C(=O)C2C1 (stereo not drawn)	30%[activator]	-10%	-5%	-5
52	CCOc1cc(-c2sc(Nc3ccc(CC)cc3)n[n+]2-c2ccccc2)ccc1OC	?	-18%	10µM*	.
53	Brc1ccc(-c2csc(N3CCCCCC3)n2)cc1	-14%	-9%	45%[activator]	8.6*
54	Brc1ccc(-c2ccc(CNCc3ccccn3)o2)cc1	?	-18%	-32%	26*
55	CCOC(=O)c1c(NC(=O)C(Sc2ccccc2)c2ccccc2)sc(C(N)=O)c1C (stereo not drawn)	9.3µM*	4%	?	-2
56	COc1cccc(NC(=O)Cc2nnc(SCC(=O)NC3CCCCC3)n2C)c1	-2%	-1%	-1%	-4

entry	LmPK inh	AmpC no deterg	Shiga toxin inh
51	-3%	-5%	-2
52	.	54%	.
53	-8%	-31%	4
54	-4%	38%	55
55	0%	-10%	-8
56	6%	-1%	-11

# Entries by screen from the list:
# Shiga toxin inh, compounds 51–56 → -2, ., 4, 55, -8, -11
# Pf growth 48h, compounds 51–56 → -5%, 10µM*, 45%[activator], -32%, ?, -1%
# Pf growth 96h, compounds 51–56 → 30%[activator], ?, -14%, ?, 9.3µM*, -2%

# Random excerpt: five records from the list
entry	canonical_smiles	Pf growth 96h	TbPYK inhibitor	Pf growth 48h	Cycloheximide cs
54	Brc1ccc(-c2ccc(CNCc3ccccn3)o2)cc1	?	-18%	-32%	26*
53	Brc1ccc(-c2csc(N3CCCCCC3)n2)cc1	-14%	-9%	45%[activator]	8.6*
56	COc1cccc(NC(=O)Cc2nnc(SCC(=O)NC3CCCCC3)n2C)c1	-2%	-1%	-1%	-4
55	CCOC(=O)c1c(NC(=O)C(Sc2ccccc2)c2ccccc2)sc(C(N)=O)c1C (stereo not drawn)	9.3µM*	4%	?	-2
51	CC1CCC2C(=O)N(c3cc(Cl)ccc3OC(=O)c3ccco3)C(=O)C2C1 (stereo not drawn)	30%[activator]	-10%	-5%	-5

entry	LmPK inh	AmpC no deterg	Shiga toxin inh
54	-4%	38%	55
53	-8%	-31%	4
56	6%	-1%	-11
55	0%	-10%	-8
51	-3%	-5%	-2
